# Screening data as filed in PubChem BioAssay.
# IMPase cell inh = IMPase inhibition in cells; P97697; 120,000 tested, under 10 active; inhibition (IP1 accumulation), % at 46.1 µM; CHO-M1 cells, IP1 accumulation, HTRF TR-FRET ratio; AID 901; active = well fitted curve in the direction sought with a large enough effect in the signal ratio, not every such curve was filed as active; inconclusive = small, poorly fitted or top-dose-only effect, or a change in a side signal; inactive = no such curve, though single readings can be large or run the other way; the % refers to the signal ratio;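 note: cells stimulated with carbachol in lithium chloride buffer; plate controls were DMSO basal wells for no effect and reference inhibitor wells for full effect; higher means more IMPase inhibition seen as more IP1 and lower FRET ratio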
# Target sequence (P97697 whole entry, looked up): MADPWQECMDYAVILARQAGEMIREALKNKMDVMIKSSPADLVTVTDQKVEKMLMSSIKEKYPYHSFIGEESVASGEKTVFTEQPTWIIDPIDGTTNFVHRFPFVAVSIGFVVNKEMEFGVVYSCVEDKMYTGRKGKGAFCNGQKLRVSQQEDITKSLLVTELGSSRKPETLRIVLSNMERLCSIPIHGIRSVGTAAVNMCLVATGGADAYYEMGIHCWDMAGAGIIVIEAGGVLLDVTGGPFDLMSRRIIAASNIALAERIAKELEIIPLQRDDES
#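 CHO-M1, 2000 cells/well, cultured 16–30 h; cpd up to 46 uM; carbachol (50 uM solution, stimulation buffer w/ 50 mM LiCl, pH 7.4), 30 min 37C; IP-One TR-FRET, 10 min RT; Ex 320/Em 665, 620; Hill-fit AC50.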
# PNC inhibitor = perinucleolar compartment assembly inhibition; PC3M PTB-GFP, PNC prevalence imaging, 16 h; stronger effect = lower value; 140,000 compounds, 3.1% hits; activity change (PNC), negative = inhibition, % at 10 µM;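 active = readout at or below -70, meaning at least 70% loss of cells showing the perinucleolar compartment, a nuclear body marking cancer cells; inconclusive = readout between -30 and a set limit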;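 note: plate controls were DMSO wells for no effect and camptothecin positive control wells for full effect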
#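 Compounds are pinned in duplicate onto adhered PC3M cells stably expressing GFP-tagged PTB and incubated 16 h at 37 C. Cells are then fixed, nuclei stained with Hoechst, and PNC-positive cells counted.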
# ALOX15B inhib = inhibitors of human 15-lipoxygenase 2 (ALOX15B); AID 881; purified 15hLO-2, xylenol orange hydroperoxide absorbance; 110,000 compounds, 0.56% hits; Potency, µM (top dose mostly 57.1 µM), without a hit: at the top dose activity change, negative = inhibition, hits mostly inhibitors; note: potency is the fitted concentration of half-maximal effect; nearly all actives have a fitted effect of over 60% in size; many of its hits are not listed in these tables
# Target sequence (O15296 whole entry, looked up): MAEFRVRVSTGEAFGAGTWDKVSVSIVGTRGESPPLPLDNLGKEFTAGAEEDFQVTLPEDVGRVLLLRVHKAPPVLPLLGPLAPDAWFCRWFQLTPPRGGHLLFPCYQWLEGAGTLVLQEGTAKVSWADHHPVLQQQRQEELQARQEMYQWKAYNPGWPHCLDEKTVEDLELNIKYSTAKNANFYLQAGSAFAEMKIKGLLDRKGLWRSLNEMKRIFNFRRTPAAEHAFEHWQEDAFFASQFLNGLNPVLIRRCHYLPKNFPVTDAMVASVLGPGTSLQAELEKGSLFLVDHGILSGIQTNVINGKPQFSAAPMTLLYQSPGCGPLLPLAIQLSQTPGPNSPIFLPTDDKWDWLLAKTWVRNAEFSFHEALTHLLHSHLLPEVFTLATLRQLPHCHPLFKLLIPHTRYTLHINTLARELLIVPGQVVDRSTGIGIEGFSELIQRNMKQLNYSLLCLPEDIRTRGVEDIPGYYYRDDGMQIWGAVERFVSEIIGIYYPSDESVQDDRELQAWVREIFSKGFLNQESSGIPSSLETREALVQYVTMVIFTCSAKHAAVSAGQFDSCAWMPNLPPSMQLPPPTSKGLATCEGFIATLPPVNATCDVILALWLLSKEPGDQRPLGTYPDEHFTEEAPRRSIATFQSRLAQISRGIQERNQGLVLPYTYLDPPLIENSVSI
#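 Enzyme 50 nM, AA 45 uM, 25 mM Hepes pH 7.5 + 0.01% Triton X-100; cpd preinc 15 min RT, rxn 90 min RT; stop/detect with 200 uM XO + 300 uM Fe(II) in 50 mM H2SO4, 30 min; A573/A405.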
# 12-hLO inh = 12-hLO (ALOX12) enzyme inhibition | 150,000 compounds, 0.12% hits | P18054 | Potency, µM (highest dose often 57.1 µM), for the others: top-dose activity change, negative = inhibition, most hits filed as inhibitors | purified 12-hLO, xylenol orange hydroperoxide absorbance; note: potency is the fitted concentration of half-maximal effect; nearly all actives have a fitted effect of over 55% in size; many of its hits are not listed in these tables
#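 Hydroperoxide output read as Fe(III)-xylenol orange absorbance, 573-to-405 nm ratio, after 30 min reaction with 40 uM arachidonic acid. Enzyme: 150 nM purified human 12hLO, 15 min compound preincubation; 25 mM Hepes pH 7.0, room temperature.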
# Active calls of the source: *; ? = inconclusive; . = no result given; & = joins results of further samples; [ ] = remark or other dose. Unless noted, calls come from the whole dose curve; as a rule, active = well fitted curve in the direction sought with a large enough effect; inconclusive = small, poorly fitted or top-dose-only effect, or another doubt; inactive = no such curve, though single readings can be large; an effect the other way counts as inactive or inconclusive. Unless noted, % is set by controls: 0 for no effect and ±100 for the full control effect.
nr	SMILES	ALOX15B inhib	PNC inhibitor	IMPase cell inh	12-hLO inh
1	COc1cc(/C=C(/NC(=O)c2ccccc2)C(=O)Nc2cccc(O)c2)c([N+](=O)[O-])cc1OC	-25%	44	7	0%
2	COc1ccc(CN2CCc3ccccc3C2)c(OC)c1OC	-11%	24	10	4%
3	CSCCC(N=CC1=C(O)CC(C)(C)CC1=O)C(=O)O (stereo not drawn)	1%	-7	-1	-1%
4	CC(C)(C)NC(=O)CSc1nc(O)cc(=O)[nH]1	.	-14	.	2%
5	CCOC(=O)c1c(NC(=O)C(Sc2ccccc2)c2ccccc2)sc(C(=O)N(C)C)c1C (stereo not drawn)	.	?	.	-3%
6	CSc1cc(N2CCOCC2)nc(-c2ccccc2Cl)n1	.	10	.	-2%
7	O=C(CSc1nnc(-c2ccco2)o1)NC(=O)C1COc2ccccc2O1 (stereo not drawn)	-8%	20	3	-1%
8	Nc1c(C(=O)OCC2CCCO2)c2nc3ccccc3nc2n1C1CCCC1 (stereo not drawn)	-3%	?	9	-8%
9	Cc1cc2c(nn1)CCc1nonc1-2	0%	43	7	-1%
10	COc1ccccc1NC(=O)C(Sc1ccccc1)c1ccccc1 (stereo not drawn)	.	22	13	-2%
11	CCC(Sc1nc2ccccc2c(=O)n1CCN1CCOCC1)C(=O)NCc1cccnc1 (stereo not drawn)	-8%	?	2	-1%
12	Cc1ccc(Nc2ccccc2)cc1	.	-5	-10	-3%
13	CC(C)c1ccc2[nH]c(O)c(N=NC(=O)c3cccc(S(=O)(=O)N4CCCCC4)c3)c2c1	.	67	.	1%
14	C=CCOC(=O)COCCC(C)C	0%	.	.	0%
15	Cc1cc(/C=C(\C#N)C(=O)Nc2ccccc2)c(C)n1-c1ccc2c(c1)OCO2	-21%	3	6	-6%
16	O=C(Nc1ccccc1Cl)O/N=C(/c1ccccc1)c1ccccn1	8%	-96*	-4	2%
17	CN(C)S(=O)(=O)c1cccc(-c2cn3ccccc3n2)c1	0%	45	1	-11%
18	COC(=O)c1ccc(COc2ccc3c4c(c(=O)oc3c2)CCC4)o1	-5%	29	5	-2%
19	O=C1NC2(CCCCC2)C(=O)N1c1ccccc1	-11%	-18	-8	1%
20	O=C(CC1(O)C(=O)Nc2ccccc21)c1cccnc1 (stereo not drawn)	3%	25	6	-6%
21	Cc1cc(C)c(S(=O)(=O)Nc2ccc[nH]c2=O)c(C)c1	4%	-8	-5	12%
22	Cc1cc(C)n(CCc2nc(-c3ccc(F)cc3)cs2)n1	.	50	.	-1%
23	COc1cccc(/C=N/NC(=O)CNC(=O)c2ccc(S(=O)(=O)N3CCOCC3)cc2)c1OC	.	70	.	1%
24	CC(=O)c1cc2c(O)c(O)ccc2o1	-19%	?	16	?
25	C=CCn1c(SCc2nc3sc4c(c3c(=O)[nH]2)CCCC4)nc2ccccc2c1=O	.	50	.	2%
26	Nc1nnnn1/N=C/c1ccc(O)cc1	-1%	-13	6	-1%
27	CCN1C(=O)C2(C(C#N)=C(N)Oc3n[nH]c(-c4ccccc4)c32)c2ccccc21 (stereo not drawn)	-18%	23	-2	-3%
28	CC(=O)c1ccc(N2CCN(C(=O)c3cc(-c4ccc5c(c4)OCO5)nc4ccccc34)CC2)cc1	-16%	?	-1	-10%
29	CCCCOC(=O)Cc1c(O)c2ccccc2[nH]c1=O	-8%	9	4	2%
30	Cc1ccc(CSc2nnc(C)c(=O)n2N)cc1	.	?	-12	3%

# Compound profiles (already shown). Order of screens: ALOX15B inhib, PNC inhibitor, IMPase cell inh, 12-hLO inh
# Cc1ccc(Nc2ccccc2)cc1 across the screens: ., -5, -10, -3%
# O=C(Nc1ccccc1Cl)O/N=C(/c1ccccc1)c1ccccn1 across the screens: 8%, -96*, -4, 2%
# CC(=O)c1ccc(N2CCN(C(=O)c3cc(-c4ccc5c(c4)OCO5)nc4ccccc34)CC2)cc1 across the screens: -16%, ?, -1, -10%
# COc1ccc(CN2CCc3ccccc3C2)c(OC)c1OC across the screens: -11%, 24, 10, 4%

# Going on with the list.
nr	SMILES	ALOX15B inhib	PNC inhibitor	IMPase cell inh	12-hLO inh
31	Nc1cc[n+](CC(=O)c2ccc3c(c2)OCCO3)cc1	.	53	.	-8%
32	O=C(CSc1nc2c(c(=O)n1-c1ccccc1)SCC2)N1CCOCC1	.	5	8	-1%
33	CCOC(=O)N1C=CC(C)=C[C@@H]2[C@@H](N3C(=O)c4ccccc4C3=O)C(=O)N21	.	-30	.	-1%
34	Cc1cccc(NC(=O)C2CCN(c3nc(C)cc(C)n3)CC2)c1	-6%	12	-3	-3%
35	NC(=O)NCCC[C@H](N)C(=O)O	0%	.	8	-7%
36	Cc1ccc(NC(=O)/C(C#N)=C/c2cc(C)n(-c3ccc(N4CCOCC4)c([N+](=O)[O-])c3)c2C)c(C)c1	-14%	40	-1	-1%
37	CC(N)c1ccc(Cl)cc1Cl (stereo not drawn)	.	?	-11	0%
38	CCCn1ncc(OC)c(Cl)c1=O	6%	107	-7	3%
39	Nc1c2c(nc3ccc(Br)cc13)N(Cc1ccccc1)CC2	.	-25	.	-1%
40	CCN(C(=O)CSc1nnc(Nc2cccc(C)c2C)s1)C1CCS(=O)(=O)C1 (stereo not drawn)	.	?	-2	2%
41	COc1ccc(NC(=O)c2cc3nc(-c4ccccc4)cc(-c4ccccc4)n3n2)c(OC)c1	-17%	-10	5	1%
42	CCn1cc(C(=O)NC(C)C23CC4CC(CC(C4)C2)C3)cn1 (stereo not drawn)	.	-30	.	0%
43	O=C(Cn1nnc(-c2cc(Cl)ccc2-n2cnnn2)n1)N1CCCc2ccccc21	2%	-16	0	-5%
44	CC1(C)CC(=O)C2=C(C1)N=C1SCCC(=O)N1C2c1ccccc1 (stereo not drawn)	-5%	?	?	-7%
45	C=CCn1c(C)cc(C(=O)COC(=O)CNC(=O)c2ccccc2)c1C	.	?	.	3%
46	COC(=O)C1=C(C)Nc2c(c(=O)n(C)c(=O)n2C)C1c1cccs1 (stereo not drawn)	2%	-30	-6	3%
47	O=C(NC1CCCC1)C(NS(=O)(=O)c1ccc(Br)s1)c1ccccc1 (stereo not drawn)	.	48	.	-2%
48	O=C(NCCN1CCOCC1)C1CCC(CNS(=O)(=O)c2ccccc2)CC1 (stereo not drawn)	.	14	.	-3%
49	CCC(C)(C)n1nnnc1CN1CCN(C(c2ccccc2)c2ccccc2)CC1	.	162	?	0%
50	CNC(=O)N(O)C1N(C)C(=O)N(Cc2ccccc2)C1(C)C (stereo not drawn)	-4%	-20	-4	3%
51	Cc1cc(OCC(=O)Nc2ccc(OCc3ccccc3)cc2)nc(C(C)C)n1	-4%	-21	-1	-2%
52	CCOC(=O)C1(C)/C(=N/Nc2cccc(Cl)c2)C(=O)C(=O)N1c1ccccc1 (stereo not drawn)	-21%	21	8	3.2µM*
53	CC(NC(=O)c1cccc(N2CCCC2=O)c1)c1ccc2c(c1)OCCO2 (stereo not drawn)	.	22	1	-3%
54	CCNc1nc(NC(C)CC)nc(Oc2ccc(=O)[nH]n2)n1 (stereo not drawn)	-2%	-7	-1	9%
55	Cc1cc(C)c(C#N)c(N2CCN(Cc3ccccc3)CC2)n1	8%	?	5	3%
56	O=C(COn1nnc2ccc(Cl)cc21)NCc1ccccc1	-6%	-21	-9	-3%
57	COc1cc2c(cc1OC)C(Cc1ccc(O)cc1)NCC2 (stereo not drawn)	.	63	.	-3%
58	Cc1ccc(C2=C/C(=C/c3cccnc3)C(=O)O2)c(C)c1	.	?	.	-14%
59	COc1ccc(Nc2nc3ccccc3n3cnnc23)cc1	-2%	?	?	2%
60	S=C(NC1CCCCC1)N1CCN(c2ccccn2)CC1	.	?	.	1%
61	COc1cc(/C=N/O)c(Br)cc1OCC(=O)Nc1ccccc1C	.	-84*	.	3%
62	CCCC(=O)Nc1ccc2nc(SCC(=O)Nc3nccs3)sc2c1	-10%	?	16	-7%
63	CCSC1=C(C#N)C(c2ccc(F)cc2)CC(=O)N1 (stereo not drawn)	-2%	42	0	3%
64	COc1ccc(NC(=O)COC(=O)c2cc(OC)c(OC)cc2NC(=O)c2ccco2)cc1OC	-27%	3	-5	-8%
65	CC1(C)NC(=O)N(CCOCCOc2ccc3ccccc3c2Br)C1=O	-6%	-111*	2	6%
66	Cc1nc(C(F)(F)F)nc(Nc2ccc(Br)cc2)c1C#N	-1%	-14	-1	-2%
67	COc1ccc(N2C(=O)c3ccccc3NC23CCC(C)CC3)cc1 (stereo not drawn)	-5%	-5	9	-4%
68	COc1cc(NC(=S)NCc2ccc(S(N)(=O)=O)cc2)c(OC)cc1Cl	.	?	-12	-3%
69	NS(=O)(=O)c1cccc(NC(=O)CSc2nn(-c3ccccc3)c(=S)s2)c1	.	32	.	-2%
70	O=C(NCc1ccco1)C1CCN(c2nnc(-n3cccc3)s2)CC1	4%	?	-1	1%
71	CCS(=O)(=O)n1nc(-c2ccc(Cl)cc2)nc1N	.	22	0	-7%
72	Cn1c(=O)c2cc(S(=O)(=O)Nc3cccc(F)c3)ccc2n(C)c1=O	7%	17	-3	1%
73	c1ccc2c(-n3cnnn3)cccc2c1	-2%	27	-5	-1%
74	COc1ccc(NC(=O)c2cc(-c3cccs3)on2)cc1OC	-2%	?	9	-2%
75	C=CCNC(=O)c1cccn1-c1ccsc1C(=O)OC	-9%	1	?	2%
76	COc1ccc(CC(=O)NCc2nnc(SCCOc3ccccc3)n2C)cc1	2%	?	4	4%
77	CCn1c(COc2ccc3c(c2)OCO3)nnc1SCC(=O)c1ccccc1	-16%	?	5	-12%
78	O=C(Nc1ccccc1)c1cc2ccccc2o1	.	-100*	-6	15%
79	COc1ccc(Cn2c(=O)[nH]c3cc(C(=O)NCCCN4CCCCC4)ccc3c2=O)cc1	13%	7	11	-1%
80	Cc1cc(CSc2ccccc2)ccc1NC(=O)c1ccc(CN2CCOCC2)cc1	.	6	.	-1%
81	CCOC(=O)c1ccc(NC(=S)NCCC2=CCCCC2)cc1	.	-10	5	25µM*
82	CCCCCCCCCCCCCCCC[n+]1cccc2ccccc21	.	7	14	-3%
83	Cc1ccc(S(=O)(=O)Nc2ccc3oc(=O)sc3c2)c(C)c1	-12%	?	-4	?
84	Cc1ccc(NC(=O)CN2CCCN(S(=O)(=O)c3ccc(Br)s3)CC2)cc1	1%	29	9	-15%
85	O=C(O)C1CCCCC1C(=O)Nc1cccc(C(=O)N2CCCCC2)c1 (stereo not drawn)	3%[11.4 µM]	8	-1[1.84 µM]	-4%
86	CCc1nnc(NC(=O)CSc2nccn2-c2cc(C)cc(C)c2)s1	1%	37	2	3%
87	CS(=O)(=O)N(Cc1ccc(Cl)cc1)c1ccc(C(=O)NCCSCc2ccco2)cc1	0%	23	-4	-14%
88	N#CC(C(=O)NCc1ccccc1)c1nc2ccccc2nc1N1CCCC1 (stereo not drawn)	-18%	?	-9	-5%
89	CCc1c(C)nc(SCC(=O)Nc2cccc(Br)c2)[nH]c1=O	-5%	59	11	-3%
90	COc1cc(SC)ccc1C(=O)NCCOc1ccccc1Cl	5%	86	6	-6%

# (list continues)
nr	SMILES	ALOX15B inhib	PNC inhibitor	IMPase cell inh	12-hLO inh
91	Cn1c(=O)c(C(=O)c2ccccc2)nc2ccccc21	0%	?	2	0%
92	CN1CCN(CC(=O)Nc2ccccc2[N+](=O)[O-])CC1	.	49	14	-4%
93	O=C1CCC(C(=O)NCCCn2ccnc2)N1 (stereo not drawn)	6%	-3	4	0%
94	Cc1cc(=O)[nH]c(SCC(=O)N2c3ccccc3CC2C)n1 (stereo not drawn)	-4%	24	10	-4%
95	CC(C)OP(=O)(c1ccc(N(C)C)cc1)C(O)c1ccncc1 (stereo not drawn)	35%[activator]	-30	3	-6%
96	CC12CCC(C(=O)O)(C/C1=N\O)C2(C)C (stereo not drawn)	2%&-3%	37&-24	-1&-3	5%&-3%
97	CC(C)CNC(=O)COc1ccc(Sc2ccc(OCC(=O)NCC(C)C)cc2)cc1	.	46	10	1%
